# RmlCD inh 1536 – blocks M. tuberculosis RmlC and RmlD coupled enzymes; P9WH09+P9WH11; RmlC+RmlD coupled enzyme assay, percent inhibition; primary screen in compound mixtures; inhibition, % at 3.6 µM; actives 0.03% (n = 160,000); in the data active = inhibition mostly above about 34%, no sharp cut-off; also: some results filed as inactive read as strong as hits
# Target sequence (P9WH09 whole entry, looked up): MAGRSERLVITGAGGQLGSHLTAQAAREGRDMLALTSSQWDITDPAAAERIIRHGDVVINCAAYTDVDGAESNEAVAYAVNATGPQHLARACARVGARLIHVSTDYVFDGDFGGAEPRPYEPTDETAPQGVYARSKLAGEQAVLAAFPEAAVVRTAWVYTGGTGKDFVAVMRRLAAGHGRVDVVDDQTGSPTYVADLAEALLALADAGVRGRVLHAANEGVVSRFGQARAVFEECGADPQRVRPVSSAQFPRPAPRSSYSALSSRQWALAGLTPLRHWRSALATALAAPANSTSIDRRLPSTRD
# Target sequence (P9WH11 whole entry, looked up): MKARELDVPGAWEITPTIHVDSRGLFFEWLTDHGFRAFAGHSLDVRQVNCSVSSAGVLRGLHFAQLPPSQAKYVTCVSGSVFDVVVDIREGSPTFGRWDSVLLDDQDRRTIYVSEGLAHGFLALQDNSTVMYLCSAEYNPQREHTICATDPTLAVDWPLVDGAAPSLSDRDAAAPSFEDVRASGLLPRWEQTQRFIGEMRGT
# M. tuberculosis GlmU – inhibition of mycobacterial GlmU enzyme – biochemical, glucosamine-1-phosphate acetyltransferase (AID 1376) | inhibition, %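 (tested at 30 µM in the primary screen)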; hits with a dose series show IC50 in µM | M. tuberculosis GlmU acetyltransferase enzyme assay; higher % means a stronger effect | actives 0.25% (n = 220,000); in the data active = inhibition above about 13%;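 also: 0% = complete reaction with vehicle and 100% = reaction without substrate; strong numbers were not always called active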
# Numbers without * were called inactive; · = not tested or not shown. The list is partial; rates above refer to the full screens.
# Sample of the layout:
# Under each structure – M. tuberculosis GlmU | RmlCD inh 1536
Cc1ccc(NC(=O)c2cnn(C)c2)cc1[N+](=O)[O-]
→ 2.2% | ·
Cc1ccc(OCCCC(=O)Nc2ccccc2C(F)(F)F)cc1
→ 5.3% | -8.3
CCc1ccc(C2CC(=O)N(c3ccc(F)cc3)C3=C2C(=O)OC3)cc1 (centres undefined)
→ -3.7% | 5.6

# Main list, from the start:
# Under each structure – M. tuberculosis GlmU | RmlCD inh 1536
Cc1ccc(NC(=O)c2cnn(C)c2)cc1[N+](=O)[O-]
→ 2.2% | ·
Cc1ccc(OCCCC(=O)Nc2ccccc2C(F)(F)F)cc1
→ 5.3% | -8.3
CCc1ccc(C2CC(=O)N(c3ccc(F)cc3)C3=C2C(=O)OC3)cc1 (centres undefined)
→ -3.7% | 5.6
CCCC(=O)O[C@H]1C[C@@H](C)N(C(=O)c2ccccc2)c2ccc(C)cc21
→ -0.9% | 6.6
Cc1cccc(NC(=O)CSc2nccn2C)c1
→ 1.3% | ·
CC(=O)Cn1c(CN2CCCC2)nc2ccccc2c1=O
→ 1.4% | 8.1
COc1ccc(Br)cc1C(=O)Nc1ccccc1N1CCN(C(=O)c2ccccc2)CC1
→ -5.0% | ·
Cc1ccc(C(=O)C2CN3CCC2CC3)cc1 (centres undefined)
→ -1.5% | 5.6
Oc1cccc(-c2nc3c4c(ncn3n2)-c2ccccc2CC42CCCC2)c1
→ 2.1% | -0.7
COc1ccc(NC(=O)/C(Cl)=C(/Cl)S(=O)Cc2ccc(Cl)cc2)cn1 (centres undefined)
→ 11.8% | -8.1
Cn1c(=O)n(Cc2ccc(F)cc2)c(=O)c2c1nc1n2CCN1Cc1ccco1
→ 1.3% | -12.6
O=C(CS(=O)(=O)c1ccccc1)Nc1cccnc1
→ -0.2% | 7.6
CC1CCc2[nH]nc(C(=O)O)c2C1 (centres undefined)
→ -1.5% | ·
CC1=NN(c2ccccc2)C(=O)C1/C=C1\C(=O)NC(=O)N(c2ccc(C)c(C)c2)C1=O (centres undefined)
→ · | 3.6
COc1cc(SC)ccc1C(=O)Nc1ccccc1C#N
→ -1.7% | 3.7
Cc1cc(SCC(=O)NN=C2CCN(C(C)C)CC2)c(C)cc1Br
→ -9.1% | -3.5
CCCn1cc(C(=O)OCC)c(=O)c2cc(F)c(F)cc21
→ 1.1% | -3.8
Nc1nnc(SCCN2C(=O)c3ccccc3C2=O)s1
→ -1.2% | ·
O=C(NCCCCCCNC(=O)c1cccs1)c1cccs1
→ 1.1% | 32.0
CCn1c(SCC(=O)N/N=C/c2ccc(OC)c(OC)c2)nc2ccccc21
→ 6.5% | 4.3
O=C(CC(c1ccco1)S(=O)(=O)c1ccccc1)c1ccccc1 (centres undefined)
→ 1.5% | -12.0
Cc1nc(SCC(=O)c2ccccc2)[nH]c(=O)c1Oc1ccc(Cl)cc1
→ -4.6% | 11.2
COc1ccc(S(=O)(=O)N2CCCCCC2)cc1
→ -3.1% | 5.6
CC1CC(C)CN(CC(=O)c2ccc(OC(F)F)cc2)C1 (centres undefined)
→ -0.4% | 8.9
COc1ccc(-c2cc(C(=O)c3c(N)n(C)c(=O)n(C)c3=O)c3ccccc3n2)cc1
→ 3.7% | -5.8
COc1ccc(S(=O)(=O)NCCN2CCOCC2)c2ccccc12
→ 0.9% | -5.7
CC1CCCCC1NC(=O)c1cn(C)c2ccc(S(=O)(=O)N3CCCC3)cc2c1=O (centres undefined)
→ -2.9% | 2.9
OC(CNC1Cc2ccccc2C1)COc1ccc(Cl)cc1 (centres undefined)
→ -1.1% | -7.0
CCCC(=O)Nc1ccc2c(c1)C(=O)N(CCC(=O)O)C2=O
→ 1.4% | 15.6
O=C(O)[C@H](Cc1ccccc1)NC(=O)C(c1ccccc1)(c1ccccc1)c1ccccc1
→ -0.5% | ·

# New compounds follow
# Under each structure – M. tuberculosis GlmU | RmlCD inh 1536
O=C(/C=C/c1ccc(S(=O)(=O)N2CCOCC2)cc1)N1CCN(c2ccccc2)CC1
→ -2.6% | ·
COc1ccc(NC(=O)CSc2nc3ccccc3c(=O)n2CCCN2CCCCC2)c(OC)c1
→ · | 8.7
COc1ccc(C2CC(=O)C3=C(C2)Nc2ccccc2N(C(C)=O)C3c2ccco2)cc1 (centres undefined)
→ 2.5% | ·
COC(=O)CNC(=O)COC(=O)Cc1ccc(Cl)cc1
→ 3.2% | 3.5
CN(C(=O)COc1cc(=O)n(C)c2ccccc12)c1ccc(Br)cc1
→ -5.9% | 7.0
CN(CC(O)COC(c1ccccc1)c1ccccc1)C1CCCCC1 (centres undefined)
→ -0.8% | -11.0
CC(C)C(=O)Nc1cccc(NC(=O)c2cccc([N+](=O)[O-])c2)c1
→ 2.9% | ·
CCOc1ccc(CCN2C(=O)C3C4C=CC(C4)C3C2=O)cc1OCC (centres undefined)
→ -4.5% | 5.2
COc1cccc(NC(=O)c2cc(-c3cccnc3)nc3c(Cl)cccc23)c1
→ -0.5% | ·
COc1ccc(CCNC(=O)CSc2nnnn2-c2ccc(OC)c(OC)c2)cc1OC
→ 4.1% | 12.1
Cc1ccc2nc(SCC(=O)Nc3cccc(S(N)(=O)=O)c3)[nH]c2c1
→ 7.0% | ·
Cc1cc(C(=O)CN2C(=O)C(=O)N(C)C2=O)c(C)n1-c1cccc(S(=O)(=O)N2CCOCC2)c1
→ 2.6% | 11.2
O=c1cnnc(Nc2ccc(F)cc2)[nH]1
→ 2.0% | -6.3
CC(C(=O)O)c1cccc(C(=O)c2ccccc2)c1 (centres undefined)
→ 7.1% | -6.0
O=C(CN1C(=O)c2cccnc2C1=O)c1ccccc1
→ 5.1% | ·
COc1cc(/C=N/NC(=O)c2ccc(CN3c4cccc5cccc(c45)S3(=O)=O)cc2)cc(OC)c1O
→ 2.5% | -10.8
COc1ccc(NC(C)C(=O)N/N=C/c2ccccc2OCc2ccc(Br)cc2)cc1 (centres undefined)
→ -1.2% | 8.0
OCCOCCn1c(C(CO)Nc2nc(-c3ccc(Cl)cc3)cs2)nc2ccccc21 (centres undefined)
→ -1.7% | ·
O=C(NCCN1CCOCC1)c1ccc2ccccc2c1
→ · | -7.5
CC(NC(=O)c1ccc(F)cc1)C(=O)NC1=NCCS1 (centres undefined)
→ 1.0% | 12.1
CC(C)C(NC(=O)C12CC3CC(CC(C3)C1)C2)C(=O)O (centres undefined)
→ -0.8% | ·
Nc1nnc(SCC(=O)Nc2cc(S(=O)(=O)N3CCOCC3)ccc2Cl)s1
→ -4.1% | 3.8
N#CC1=C(SCC(=O)Nc2ccc(C(=O)O)cc2)NC(=O)CC1c1ccco1 (centres undefined)
→ 6.7% | 18.8
O=c1nc(N2CCCCC2)nc(Nc2ccccc2)[nH]1
→ 6.2% | 1.6
O=C(NC12CC3CC(CC(C3)C1)C2)c1ccccc1O
→ 0.1% | 13.5
Oc1ccc(/C=N/N(Cc2ccccc2)c2ccccc2)c(O)c1O
→ 13.5%* | 10.9
COC(=O)c1nc(N)sc1-c1ccc(Cl)cc1
→ -0.5% | -11.7
COc1ccc(NC(=S)N(Cc2cccnc2)Cc2cc3cc(OC)c(OC)cc3[nH]c2=O)cc1
→ -0.1% | ·
CC(=O)Nc1nnc(SCC(=O)NC(C)(C)C)s1
→ 0.3% | 15.8
O=C(c1cc2ccccn2n1)N1CCN(Cc2ccccc2)CC1
→ 0.6% | -2.6

# Record cards, as listed above. Order of values: M. tuberculosis GlmU | RmlCD inh 1536
# COC(=O)CNC(=O)COC(=O)Cc1ccc(Cl)cc1 across the screens: 3.2% | 3.5
# Cc1nc(SCC(=O)c2ccccc2)[nH]c(=O)c1Oc1ccc(Cl)cc1 across the screens: -4.6% | 11.2
# CCCC(=O)O[C@H]1C[C@@H](C)N(C(=O)c2ccccc2)c2ccc(C)cc21 across the screens: -0.9% | 6.6
# Cc1cccc(NC(=O)CSc2nccn2C)c1 across the screens: 1.3% | ·

# (next part)
# Under each structure – M. tuberculosis GlmU | RmlCD inh 1536
CC(C)C1N=C2c3ccccc3N=C(SCC(=O)NCCc3ccc(S(N)(=O)=O)cc3)N2C1=O (centres undefined)
→ 1.3% | 1.8
Cc1cc(OCC(=O)Nc2ccc(S(=O)(=O)N3CCN(C)CC3)cc2)ccc1Cl
→ 2.2% | ·
O=C(CNC(=O)c1ccc(Br)o1)OCC(=O)c1cccc([N+](=O)[O-])c1
→ -1.2% | -5.3
COc1ccc(COC(=O)NC2CCN(S(=O)(=O)c3ccc(OC)cc3)CC2)cc1
→ 3.3% | ·
CNS(=O)(=O)c1cc(C(=O)O)ccc1OC
→ 1.6% | ·
Cc1cccc(C)c1NC(=O)C(c1ccccc1)N1CCC1=O (centres undefined)
→ 2.1% | ·
O=C1N/C(=C\c2ccc(N3CCOCC3)c(F)c2)C(=O)N1Cc1ccccc1
→ 3.5% | -6.0
COC(=O)[C@@H]1C[C@H]2CC[C@H](O)C[C@H]2N1Cc1ccccc1OC(=O)c1cccs1
→ 1.3% | ·
Cc1ccc(NC(=S)N2CCc3[nH]c4ccccc4c3C2)cc1
→ -0.4% | 9.5
Cc1cc(C)n(-c2ccc(F)cc2)c(=O)c1C#N
→ 3.2% | 4.7
Cc1ccc(-c2cc(N)n(-c3ccc(F)cc3)n2)cc1
→ -10.4% | 4.8
COc1cccc2c(=O)c(SC(F)(F)C(F)C(F)(F)F)c(C)[nH]c12 (centres undefined)
→ -0.2% | 9.2
Cc1ccc(NC(=O)CSc2nnc(-c3ccncc3)o2)cc1
→ -1.3% | -1.7
O=C1C2C3C=CC(C3)C2C(=O)N1/N=C/c1cn(Cc2ccccc2)c2ccccc12 (centres undefined)
→ 1.6% | ·
O=C(NCc1ccccc1)c1ccc(N2C(=O)C3CCCCC3C2=O)cc1 (centres undefined)
→ 2.1% | -8.7
COc1ccc(-c2nnn(CC(=O)N3CCN(c4ccccc4OC)CC3)n2)cc1
→ 1.4% | ·
Cc1onc(C(=O)NCc2ccc(F)cc2)c1[N+](=O)[O-]
→ -3.0% | 3.3
Nc1nnc(-c2ccccc2F)s1
→ -1.6% | 0.4
Cc1ccc(S(=O)(=O)Nc2nc(C)cc(-n3nc(C)cc3C)n2)cc1
→ 5.7% | 5.7
O=S(=O)(CCN1C=CC(C(F)(F)F)=NCC1)c1ccc(Cl)cc1Cl
→ · | -5.0
CCN(CC)S(=O)(=O)c1ccc2c(c1)c(=O)c(C(=O)NCc1ccco1)cn2C
→ -2.6% | -5.9
COc1cccc(N/C(N)=N/c2nc(CSc3ccccn3)cc(=O)[nH]2)c1
→ -4.4% | -2.4
Cc1nc([N+](=O)[O-])c(C(=O)OCc2ccc(C#N)cc2)n1C
→ 4.3% | 7.5
O=C(CN1CCOCC1)Nc1ccc(Oc2ccccc2)cc1
→ 1.5% | 10.4
COc1cc([N+](=O)[O-])ccc1NC(=S)NC(=O)CC(C)(C)C
→ 1.3% | -5.5
Cn1c(N)c(C(=O)COC(=O)c2cc(C(F)(F)F)nc3ccccc23)c(=O)n(Cc2ccccc2)c1=O
→ 1.4% | ·
CCCC(=O)Nc1nc2n(n1)C(c1ccccc1)CC(=O)N2 (centres undefined)
→ -1.1% | ·
CCOC(=O)CSc1nc(-c2ccccc2)cc(C(F)(F)F)n1
→ 1.3% | 5.5
CCOC(=O)c1c(/N=C/N(C)C)sc(/C=N/Nc2ccccc2)c1-c1ccc(Cl)cc1
→ 1.9% | 7.4
CCn1c(C)[n+](CC)c2ccc(S(=O)(=O)N(C)C)cc21
→ 3.1% | ·

# Next part, overlapping the part above by 3 compounds.
# Under each structure – M. tuberculosis GlmU | RmlCD inh 1536
CCOC(=O)CSc1nc(-c2ccccc2)cc(C(F)(F)F)n1
→ 1.3% | 5.5
CCOC(=O)c1c(/N=C/N(C)C)sc(/C=N/Nc2ccccc2)c1-c1ccc(Cl)cc1
→ 1.9% | 7.4
CCn1c(C)[n+](CC)c2ccc(S(=O)(=O)N(C)C)cc21
→ 3.1% | ·
COc1ccc(/C=N/NC(N)=S)cc1
→ 1.6% | 3.6
COCc1[nH]nc2c1C(c1ccc(F)cc1F)C(C#N)=C(N)O2 (centres undefined)
→ 5.2% | ·
Cc1nnsc1-c1c(C(=O)N2CCOCC2)c(C)nn1-c1ccccc1
→ 1.8% | -6.0
Nc1nonc1-c1nc2ccccc2n1CC(=O)Nc1ccccc1
→ -1.1% | ·
COC(=O)c1ccc(CSc2nnc(N)s2)cc1
→ -0.6% | ·
Cc1cccc(NC(=S)N(CCN2CCOCC2)Cc2ccccc2F)c1
→ 3.6% | -6.1
CCc1nnc(NC(=O)CCC(=O)N2CCN(CCc3ccccc3)CC2)s1
→ 2.2% | ·
N#CCCNC(=O)CCN1CCOCC1
→ 4.7% | ·
Cc1ccc(NC2=CC(=O)CC(c3ccco3)C2)c(N)c1 (centres undefined)
→ -4.0% | ·
O=C(CSc1nc(-c2ccco2)cc(C(F)(F)F)n1)NCCN1CCOCC1
→ -9.4% | 18.8
Cc1ccc(-n2c(-c3ccc(Br)cc3)c[n+]3c2CCc2ccc4cccnc4c2-3)cc1
→ -10.1% | 11.3
Cc1ccc(-c2nnc(C)c(N3CCCC3)n2)cc1
→ 8.4% | -7.5
CCOC(=O)C(NC(=O)CC)(Nc1ccccc1OC)C(F)(F)F (centres undefined)
→ -1.1% | 4.3
COc1ccc(/C=N/NC(=O)c2ccccc2F)cc1CN1CCN(c2ccc(F)cc2)CC1
→ 1.2% | -5.4
CS(=O)(=O)c1ccc2nnn(OCC(=O)Nc3ccc(Br)cc3Br)c2c1
→ -5.2% | 7.2
COc1ccc(/C=N/NC(=S)Nc2ccccc2)cc1COc1ccccc1F
→ 6.8% | -9.8
O=C(Cc1ccccc1)Nc1ccc2oc(=O)ccc2c1
→ -0.2% | -9.2
CCOC(=O)CSc1nnc(-c2cccc(Cl)c2)n1CC
→ -1.9% | ·
Cc1ccc(-c2nc3c(c(=O)[nH]c(=O)n3CC(C)C)n2CC(C)C)cc1[N+](=O)[O-]
→ 1.6% | 0.3
CCCCCCOc1ccc(N2C(=O)CC(S/C(N)=N/N=C(\C)c3cccs3)C2=O)cc1 (centres undefined)
→ 7.5% | -10.7
Cc1cnc(C(=O)Nc2cc(F)ccc2C)cn1
→ 1.1% | ·
CCc1nc(C)c(C#N)c2cc(OC)c(OC)cc12
→ 0.8% | 6.3

# Bioassay records (PubChem BioAssay)
